GCN5L2 inh: qHTS Assay for Inhibitors of GCN5L2; actives 0.21% (n = 390,000); GCN5L2 HAT assay, ThioGlo1 CoA-SH fluorescence; Potency, µM (doses to about 58.9 µM), inactives show at the top dose activity change, negative = inhibition, actives largely listed as inhibitors; AID 504327, 2011; Histone acetyltransferase KAT2A (Homo sapiens), Q92830
Target sequence (Q92830 whole entry, looked up): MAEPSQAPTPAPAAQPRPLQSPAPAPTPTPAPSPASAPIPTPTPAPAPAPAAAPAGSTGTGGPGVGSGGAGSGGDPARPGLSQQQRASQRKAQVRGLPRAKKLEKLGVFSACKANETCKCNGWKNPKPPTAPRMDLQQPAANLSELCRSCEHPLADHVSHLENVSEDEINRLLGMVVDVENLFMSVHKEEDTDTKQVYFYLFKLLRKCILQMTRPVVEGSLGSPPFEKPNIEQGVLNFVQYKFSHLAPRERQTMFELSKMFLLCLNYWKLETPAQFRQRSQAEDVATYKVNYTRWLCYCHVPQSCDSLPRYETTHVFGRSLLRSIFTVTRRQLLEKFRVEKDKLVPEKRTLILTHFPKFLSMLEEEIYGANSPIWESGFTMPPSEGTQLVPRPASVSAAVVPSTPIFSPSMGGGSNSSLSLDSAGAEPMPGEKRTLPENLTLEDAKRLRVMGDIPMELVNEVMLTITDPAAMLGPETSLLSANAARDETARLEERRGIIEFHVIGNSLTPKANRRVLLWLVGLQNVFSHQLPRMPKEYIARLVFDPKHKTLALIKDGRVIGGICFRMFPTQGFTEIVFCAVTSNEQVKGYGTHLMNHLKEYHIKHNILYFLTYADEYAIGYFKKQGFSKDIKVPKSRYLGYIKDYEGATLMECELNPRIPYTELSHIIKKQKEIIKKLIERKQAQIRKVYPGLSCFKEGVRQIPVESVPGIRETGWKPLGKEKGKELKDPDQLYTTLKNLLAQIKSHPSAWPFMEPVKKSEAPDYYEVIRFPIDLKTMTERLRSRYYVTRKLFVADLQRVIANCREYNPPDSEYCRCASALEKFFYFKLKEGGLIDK
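qHTS, 1536-well. 20nM enzyme, pH 7.5 HEPES/EDTA/Tween-20 buffer; 15 min compound preinc., RT. Start: 75uM H3(1-25), 70uM AcCoA, 50uM ThioGlo1. Read Ex340/Em540 at t=0 (autofluorescence flag) and t=20 min.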
DT40 TDP1 no CPT: qHTS for Inhibitors of human tyrosyl-DNA phosphodiesterase 1 (TDP1): qHTS in cells in absence of CPT | DT40 Tdp1-/- hTDP1 cells, no CPT, ATP luminescence, 48 h | Potency, µM (doses to about 46.2 µM), for the others: at the highest dose activity change, negative = growth inhibition, actives largely listed as inhibitors | actives 15% (n = 420,000) | AID 686978, 2013; also: nearly all actives have a fitted effect of over 55% in size
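A cellular qHTS used chicken DT40 cells lacking endogenous Tdp1 but carrying stably transfected human TDP1. Compounds were applied without camptothecin, and cell growth kinetics were judged by ATP-dependent luminescence after ≥48 hr.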
DT40 TDP1 CPT: qHTS for Inhibitors of human tyrosyl-DNA phosphodiesterase 1 (TDP1): qHTS in cells in presence of CPT | chicken DT40 Tdp1-/-;hTDP1 cells + 20 nM CPT, ATP luminescence, 48 h | Potency, µM (titrated, usually from 46.2 µM), for inactives: at the highest dose activity change, negative = growth inhibition, usual class: inhibitors | actives 12% (n = 420,000) | AID 686979, 2013; also: nearly all actives have a fitted effect of over 55% in size
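Chicken DT40 Tdp1-/- cells complemented with human TDP1, 400 cells/well, exposed to compounds plus 20 nM camptothecin for at least 48 h at 37 C; viability read as ATP content by CellTiter-Glo luminescence.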
* = called active by the depositor; u = inconclusive; x = not tested or not shown; & = joins results of further samples. Calls follow the shape of the dose curve; as a rule, active = well fitted curve in the direction sought with a large enough effect; inconclusive = small, poorly fitted or top-dose-only effect, or another doubt; inactive = no such curve, though single readings can be large; an effect the other way counts as inactive or inconclusive. % is scaled to controls: 0 for no effect and ±100 for the full control effect; potency is read from the fitted curve at half-maximal effect. A portion of the library; count on the stated rates, not on these rows.

SMILES	GCN5L2 inh	DT40 TDP1 no CPT	DT40 TDP1 CPT
COc1ccc(N2CCN(S(=O)(=O)c3ccc(-c4cc(C)no4)s3)CC2)cc1	-26.7%	2.8%	-23.7%
COC(=O)c1cnn2c(C(F)(F)F)cc(-c3ccccc3)nc12	0.2%	-6.9%	-27.1%
COC(=O)c1ccc(COC(=O)C23CC4CC(CC(O)(C4)C2)C3)o1	-5.7%	-2.4%	10.5%
COC(=O)c1cc(Cl)cc2c(C)c(C3(O)CCCCC3)[nH]c12	-2.3%	20.6µM*	u
COc1ccc(C(=O)Cc2ccc(OC)c(OC)c2)c(OC)c1	-6.6%	u	u
CCN(CC)CCCNc1ncnc2ccccc12	-5.9%	0.6%	4.9%
COc1ccc(OCC(=O)N/N=C/C(C)=C/c2ccco2)c(Br)c1	-6.1%	u	u
COc1ccccc1NS(=O)(=O)c1ccc(C(=O)N2CCCCCC2)cc1	-1.9%	13µM*	18.4µM*
O=S(=O)(Nc1cc(Cl)ccc1N1CCCCC1)c1cccs1	-16.5%	-29.9%	-23.2%
COc1ccc(C)cc1NC(=O)CSc1nnc(COc2ccc(Cl)cc2)n1Cc1ccco1	-13.4%	u	u
COc1cc(C(=O)NCC(=O)OC(C)C(=O)Nc2ncc(Cl)cc2Cl)cc(OC)c1OC (stereo unspecified)	-1.5%	4.7%	0.4%
CCOC(=O)c1c(C)[nH]c(C(=O)N/N=C\c2ccccc2Cl)c1C	-0.6%	16.4µM*	16.4µM*
CC1CCN(C(=O)CN(c2ccc3c(c2)OCCO3)S(=O)(=O)c2ccccc2)CC1	0.2%	u	-5.0%
O=C(O)c1ccccc1C(=O)N1N=C(c2ccccc2)CC1c1ccccc1O (stereo unspecified)	1.2%	-12.4%	-14.2%
C[C@H](CO)N1C[C@H](C)[C@@H](CN(C)S(=O)(=O)c2ccc(F)cc2)Oc2ccc(NC(=O)Nc3ccccc3)cc2C1=O	-5.4%	14.6µM*	u
CCOC(=O)N1CCC(NCCNC(=O)c2ccco2)CC1	-0.3%	11.5%	1.8%
CCOc1ccccc1CNC(=O)CN1C(=O)CCn2nc(-c3cn(C)c4ccccc34)cc21	-0.9%	u	u
CCOc1ccc(CCNC(=O)c2ccc(N3CCCC3=O)cc2)cc1OCC	x	u	-4.3%
Oc1[nH]c2ccccc2c1C1=NCCCC1	-7.5%	-6.2%	-10.7%
Fc1cc(F)cc(NC(=S)N2CCC(c3ccccc3)C2)c1 (stereo unspecified)	-1.9%	21.1%	-5.2%
CCOc1ccccc1N(CC(=O)NCCSc1ccccc1)S(=O)(=O)c1ccccc1	-4.0%	10.3µM*	u
COc1ccc(NC(=O)C2(C)Cc3c(-c4ccc5c(c4)OCO5)ccnc3O2)cn1 (stereo unspecified)	x	2.59µM*	3.26µM*
CC(=O)c1ccc(NC(=O)c2cc(Cl)nc3ccccc23)cc1	-6.6%	u	u
CN(C(=O)CSc1cn(CC(=O)N2CCOCC2)c2ccccc12)c1ccccc1	-0.1%&-6.6%	u	u
CC[C@]12c3[nH]c4ccc(Cl)cc4c3CCN1C(=O)[C@@H](CC(=O)NCCCOC)C[C@@H]2C(=O)N1CCN(C(=O)C2CC2)CC1	-2.3%	-14.3%	-25.7%

The final 3 compounds of the section above come first, to join the parts:
SMILES	GCN5L2 inh	DT40 TDP1 no CPT	DT40 TDP1 CPT
CC(=O)c1ccc(NC(=O)c2cc(Cl)nc3ccccc23)cc1	-6.6%	u	u
CN(C(=O)CSc1cn(CC(=O)N2CCOCC2)c2ccccc12)c1ccccc1	-0.1%&-6.6%	u	u
CC[C@]12c3[nH]c4ccc(Cl)cc4c3CCN1C(=O)[C@@H](CC(=O)NCCCOC)C[C@@H]2C(=O)N1CCN(C(=O)C2CC2)CC1	-2.3%	-14.3%	-25.7%
O=C(COc1ccccc1Br)c1ccc2c(c1)OCO2	-6.4%	-24.3%	0.4%
COc1ccccc1NC(=S)NC1CCCCC1	-6.0%	-13.9%	1.7%
COc1ccc(C(O)Cn2cc([N+](=O)[O-])nc2C)cc1 (stereo unspecified)	-15.2%	11.7%	4.4%
O=C(Cn1ccc([N+](=O)[O-])n1)Nc1nc2ccccc2s1	-16.8%	7.5%	19.1%
COc1cc(C(=O)N2c3ccccc3CC2C)cc(OC)c1OC (stereo unspecified)	1.0%	-60.9%	u
CCCCn1c(N)c(N(Cc2ccccc2OC)C(=O)CN2C(=O)NC3(CCCC3)C2=O)c(=O)[nH]c1=O	u	-4.2%	-10.1%
Cc1cc(C)c(NC(=O)Cn2c(=O)n(Cc3ccco3)c(=O)c3ccccc32)c(C)c1	-4.4%	-29.9%	-21.3%
COc1ccc(C(C)=O)cc1Cn1nnc(-c2ccccc2Br)n1	1.8%	-2.3%	-20.9%
CCOC(=O)C1=CCN(S(=O)(=O)c2ccccc2)C1c1ccc(C)cc1 (stereo unspecified)	x	-27.2%	-1.5%
COc1ccc(-c2nnn(CC(=O)N(CC(=O)NC3CCCC3)Cc3cccs3)n2)cc1OC	-2.4%	-22.8%	-14.6%
COc1ccc2c(c1)CCc1c(C(=O)Nc3cc(C)n(Cc4ccc(Cl)cc4)n3)noc1-2	3.3%	u	u
CS(=O)(=O)c1cccc(C(=O)Nc2ccc(S(=O)(=O)N3CCCCC3)cc2)c1	-11.5%	18.4µM*	10.3µM*
COC(=O)c1sc(-c2ccccc2)cc1NC(=O)Nc1ccccc1Cl	-7.9%	u	-28.0%
COc1ccccc1Nc1nccc(N(C)C)c1C#N	-1.2%	-18.6%	9.3%
CC(C)(C)[C@H]1COC(=O)[C@H](NC(=O)OCC2c3ccccc3-c3ccccc32)C/C=C\C[C@@H](CC(=O)N[C@@H](CO)Cc2ccccc2)C(=O)N1	-5.3%	u	7.31µM*
Cc1ccccc1OCC(=O)NCC(=O)OCc1ccc2ccccc2c1	x	15.8µM*	u
CCOC(=O)c1c(C)[nH]c(C)c1C(=O)COC(=O)CNC(=O)C1CCCCC1	2.4%	-20.3%	-17.6%
O=C(Nc1cccc(Br)c1)c1ccc2snnc2c1	-5.0%	-20.1%	u
C/C(=N\NC(=O)c1ccccc1O)c1cccs1	-19.6%	23.1µM*	-12.4%
Cc1c(C)c2c(OCC(=O)N3CCC(C(N)=O)CC3)cc3c(c2oc1=O)CCC(C)(C)O3	u	u	-25.9%
COc1ccc(N2CCN(C(=O)Cn3cnc4sc(C)c(S(=O)(=O)N5CCC(C)CC5)c4c3=O)CC2)cc1	-0.7%	23.1µM*	u
COc1ccc(Cl)cc1C(=O)Nc1cc(=O)n(C)c(=O)n1C	-0.5%	-5.1%	-12.9%
CN(C(=O)Cc1csc(-c2ccccc2)n1)c1c(N)n(Cc2ccccc2)c(=O)[nH]c1=O	-2.6%	0.3%	-1.8%
Cc1cc(C)c(/C=C/c2onc(C)c2S(=O)(=O)N2CCC(C(=O)NCc3ccco3)CC2)c(C)c1	-4.3%	u	u
CC(=O)c1ccc(NC(=O)C(C)n2nc(-c3ccccc3)ccc2=O)cc1 (stereo unspecified)	-6.6%	-5.9%	-1.3%
Next section.
SMILES	GCN5L2 inh	DT40 TDP1 no CPT	DT40 TDP1 CPT
Cc1ccc2sc(N(CCCN(C)C)C(=O)CCS(=O)(=O)c3ccccc3)nc2c1C	-0.9%	2.59µM*	2.31µM*
Cc1cc(C(=O)COC(=O)c2ccc(O)cc2)c(C)n1-c1ccccc1F	1.6%	u	u
Cc1cccc(NC(=O)c2ccc3c(c2)OCCO3)c1	1.3%	u	-24.9%
COc1cc(OC)cc(C2=Cc3ccccc3C(CC(=O)c3ccco3)N2c2ccc(-c3cnc(OC)nc3)cc2)c1 (stereo unspecified)	x	-20.1%	-28.8%
O=C(O)c1cccc(-n2cc(-c3cccc(C(F)(F)F)c3)cn2)c1	-4.1%	-23.8%	-15.9%
CCOC(=O)c1sc2nc(C)nc(Nc3ccc(OC)cc3)c2c1C	-2.7%	u	4.4%
C=C1C=C(C)n2ncc(C(=O)Nc3cccc4cnccc34)c2N1	x	11.2µM*	15.8µM*
COc1ccc(-n2c(=O)c(C)nc3cnc(Oc4ccccc4)nc32)cc1	-6.0%	u	-20.4%
CC(C)C(NC(=O)c1ccccc1)C(=O)N1CCCCCC1 (stereo unspecified)	0.6%	-0.9%	-10.3%
NC(=O)CSc1nnc(NC(=O)c2ccc(Br)o2)s1	-16.9%	-14.2%	-8.8%
N=c1sccn1CC(=O)NCc1ccc(Cl)cc1Cl	-0.3%	-11.5%	13.6%
O=C(Oc1cc(=O)oc2c1c(=O)n1c3c(cccc23)CC1)c1ccccc1	-15.7%	u	u
Cc1cccc(-c2cc(C(=O)Nc3cccnc3)c3ccccc3n2)c1	-10.5%	u	20.6µM*
O=C(c1ccccc1)N1CCC(O)(c2cccnc2)CC1	x	2.2%	3.9%
Cc1ccc(CNC(=O)CN2C(=O)CSc3ccc(S(=O)(=O)N4CCC(C)CC4)cc32)cc1	-7.0%	-17.1%	u
O=C(COc1ccc(-c2nnco2)cc1)NCc1ccccc1Cl	-1.5%	u	10.9%
CC(C)(C)c1c(Cl)c(O)c(-c2ccccc2)c(=O)n1-c1ccccc1	-1.1%	-19.0%	-7.0%
CC(C)CNC(=O)C1(C)CCCCCN1C(=O)c1cc2ccccc2s1 (stereo unspecified)	x	u	-21.2%
O=[N+]([O-])c1ccc(Cl)cc1Sc1nc2ccccc2o1	2.6%	u	u
CN(Cc1cccnc1)Cc1c(C(=O)N2CCc3ccccc3C2)nc2ccc(Cl)cn12	8.8%	-14.2%	u
Cc1cc(C)n(-c2ccc(C(=O)OCC(=O)Nc3ccc(S(=O)(=O)N4CCCCC4)cc3)cc2)n1	-8.4%	u	23.1µM*
CC(C)(C)c1nn2cnnc2n(/N=C/c2ccccc2)c1=O	-0.5%	-20.9%	-24.3%
O=C(NCCc1ccc(Cl)cc1)c1cc(-c2ccncc2)nc2ccccc12	-2.2%	u	u
O=C1CC(=C2c3ccccc3-c3ccccc32)C(=O)N1CCCCN1CCN(c2ccccc2)CC1	-4.0%	16.4µM*	18.4µM*

For reference, 7 of the compounds above:
SMILES	GCN5L2 inh	DT40 TDP1 no CPT	DT40 TDP1 CPT
CC(C)CNC(=O)C1(C)CCCCCN1C(=O)c1cc2ccccc2s1 (stereo unspecified)	x	u	-21.2%
O=[N+]([O-])c1ccc(Cl)cc1Sc1nc2ccccc2o1	2.6%	u	u
CN(Cc1cccnc1)Cc1c(C(=O)N2CCc3ccccc3C2)nc2ccc(Cl)cn12	8.8%	-14.2%	u
Cc1cc(C)n(-c2ccc(C(=O)OCC(=O)Nc3ccc(S(=O)(=O)N4CCCCC4)cc3)cc2)n1	-8.4%	u	23.1µM*
CC(C)(C)c1nn2cnnc2n(/N=C/c2ccccc2)c1=O	-0.5%	-20.9%	-24.3%
O=C(NCCc1ccc(Cl)cc1)c1cc(-c2ccncc2)nc2ccccc12	-2.2%	u	u
O=C1CC(=C2c3ccccc3-c3ccccc32)C(=O)N1CCCCN1CCN(c2ccccc2)CC1	-4.0%	16.4µM*	18.4µM*
